# From PubChem BioAssay
# TEAD-YAP block = TEAD-YAP interaction inhibition. HEK-TIYL cells, TEAD-Gal4/YAP UAS-luciferase luminescence. inhibition, % at 9.12 µM. hit rate 1.4% among 640,000. AID 1259422; in the data active = inhibition above about 32%;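 note: 0% = median of test compound wells and 100% = reference inhibitor wells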
# GPR151 ag = human GPR151 activation. PathHunter beta-arrestin GPR151 cells, luminescence. activation, % at 11.2 µM. hit rate 1% among 650,000; in the data active = activation above about 4.9%;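 note: 0% = median of compound wells and 100% = cells with positive control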
# Target sequence (Q8TDV0 whole entry, looked up): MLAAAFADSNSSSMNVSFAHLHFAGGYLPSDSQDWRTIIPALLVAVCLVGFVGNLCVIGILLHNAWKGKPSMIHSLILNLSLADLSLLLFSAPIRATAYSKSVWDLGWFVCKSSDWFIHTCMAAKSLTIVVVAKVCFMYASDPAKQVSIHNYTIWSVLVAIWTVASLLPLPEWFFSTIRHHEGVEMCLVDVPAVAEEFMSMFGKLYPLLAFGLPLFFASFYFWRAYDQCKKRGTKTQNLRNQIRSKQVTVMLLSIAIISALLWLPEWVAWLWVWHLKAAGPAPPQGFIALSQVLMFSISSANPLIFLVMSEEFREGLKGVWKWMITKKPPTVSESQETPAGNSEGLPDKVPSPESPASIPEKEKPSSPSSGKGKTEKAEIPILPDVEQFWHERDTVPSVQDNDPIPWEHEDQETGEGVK
# MITF inh = blocks human microphthalmia-associated transcription factor; AlphaScreen MITF homodimerization, bead proximity signal; hit rate 0.91% among 650,000; inhibition, % at 2.6 µM; in the data active = inhibition above about 50%;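 note: 0% = vehicle wells with protein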
# Target sequence (O75030 whole entry, looked up): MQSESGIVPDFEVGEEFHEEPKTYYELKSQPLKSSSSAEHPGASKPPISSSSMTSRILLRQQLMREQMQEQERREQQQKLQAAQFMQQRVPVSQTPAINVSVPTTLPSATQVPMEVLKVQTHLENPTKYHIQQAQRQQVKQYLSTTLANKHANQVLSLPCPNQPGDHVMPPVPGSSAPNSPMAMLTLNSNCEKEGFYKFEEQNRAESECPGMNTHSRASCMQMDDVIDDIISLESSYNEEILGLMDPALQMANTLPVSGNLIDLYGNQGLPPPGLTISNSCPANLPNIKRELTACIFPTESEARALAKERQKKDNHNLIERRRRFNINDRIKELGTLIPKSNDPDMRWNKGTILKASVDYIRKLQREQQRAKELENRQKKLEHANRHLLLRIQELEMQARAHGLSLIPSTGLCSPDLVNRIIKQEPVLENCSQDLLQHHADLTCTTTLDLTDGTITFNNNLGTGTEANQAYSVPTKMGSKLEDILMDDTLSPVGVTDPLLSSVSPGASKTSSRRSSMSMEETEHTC
# FBW7 activator = activators of human E3 ligase FBW7. Q969H0. AlphaScreen FBW7–phospho-cyclin E peptide binding, activator screen. normalized activity (activation), % at 26.1 µM. hit rate 0.13% among 650,000. AID 1259310; in the data active = normalized activity above about 1.9%;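 note: purified mutant Fbw7 with reduced substrate affinity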
# Active calls of the source: *.
# Start of the data: the first three compounds (preview)
# The line under a structure holds: TEAD-YAP block	GPR151 ag	MITF inh	FBW7 activator
1	CC(Nc1cc(N2CCN(C(=O)c3ccc(Br)cc3)CC2)ccc1[N+](=O)[O-])C12CC3CC(CC(C3)C1)C2 (stereo not given)
    -5	0.6	3	0.0
2	CCOc1ccccc1-c1noc(-c2ccc(F)cc2)n1
    1	-1.6	-3	0.3
3	CC(=O)Nc1cc(Cl)c(O)c(Cl)c1Cl
    11	1.8	16	0.0

# The whole of this part (from the top)
# The line under a structure holds: TEAD-YAP block	GPR151 ag	MITF inh	FBW7 activator
1	CC(Nc1cc(N2CCN(C(=O)c3ccc(Br)cc3)CC2)ccc1[N+](=O)[O-])C12CC3CC(CC(C3)C1)C2 (stereo not given)
    -5	0.6	3	0.0
2	CCOc1ccccc1-c1noc(-c2ccc(F)cc2)n1
    1	-1.6	-3	0.3
3	CC(=O)Nc1cc(Cl)c(O)c(Cl)c1Cl
    11	1.8	16	0.0
4	Fc1ccc(Cn2ccnc2CCl)cc1
    4	-0.6	5	0.0
5	OC[C@H]1O[C@@H](n2cnc3c(NCCc4ccccc4)ncnc32)C(O)[C@H]1O (stereo not given in full)
    -34	-0.7	0	0.0
6	CC(C)(C)c1nnc(NC(=O)c2cccc(Cl)c2)s1
    -68	-1.4	23	1.5
7	CN(C)c1ccc(CN(C(=O)COc2ccc([N+](=O)[O-])cc2)C2CCS(=O)(=O)C2)cc1 (stereo not given)
    4	0.4	5	-0.1
8	N#CC1=C(N)N(c2cc(C(F)(F)F)ccc2Cl)C2=C(C(=O)CCC2)C1c1cccs1 (stereo not given)
    -3	-0.4	-1	-0.2
9	Cc1ccc(C(=O)Nc2ccc3c(c2)N(C(=O)c2ccco2)CCC3)cc1
    -69	2.0	-1	-0.2
10	O=C(O)CSc1nc(SCc2ccccc2)nc2ccccc12
    2	0.2	23	0.0
11	CCn1c(NC(=O)c2csc(NC(C)=O)n2)nc2ccccc21
    -10	-0.3	-10	0.5
12	CC(C)/C=C1/CCCCC1OC1CCCCO1 (stereo not given)
    3	2.0	19	0.2
13	CCOc1ccccc1CN1CCc2nnc(CCNC(=O)c3ccoc3)n2CC1
    -2	0.7	-14	0.0
14	C=CCNc1ncnc2sc(C(=O)N3CCCC(O)C3)c(C)c12 (stereo not given)
    -2	-0.5	9	0.0
15	CN1C(=O)C2(C(C#N)=C(N)Oc3[nH]c(=O)[nH]c(=O)c32)c2ccccc21 (stereo not given)
    2	-1.9	13	-0.1
16	CCc1nnc(NC(=O)CCC(=O)N2CC3(C)CC2CC(C)(C)C3)s1 (stereo not given)
    -9	-0.7	-4	0.1
17	Cc1nc(SCC(=O)c2ccccc2F)c2c3c(sc2n1)CCCC3
    -8	-1.0	-11	-0.1
18	COc1ccc(S(=O)(=O)Nc2c(C)cc(Br)cc2C)c2ccccc12
    -1	0.6	6	0.0
19	CC(=O)Nc1cc(C(=O)O)ccc1S(=O)(=O)c1ccc(C)cc1
    -7	0.4	-6	0.2
20	CCCCNC(=O)c1cc2c(n(-c3ccc(C)cc3)c1=O)CC(C)(C)CC2=O
    -4	0.7	-8	-0.1
21	CC[n+]1c(C)n(-c2ccccc2)c2ccc(NC(C)=O)cc21
    -2	1.4	-4	-0.1
22	COc1ccc(/C(C)=N\Nc2nc3ccccc3s2)cc1OC
    -34	-0.6	12	0.1
23	COc1ccc(C2CC(C(F)(F)F)n3ncc(C(=O)Nc4ccc(Cl)c(Cl)c4)c3N2)cc1OC (stereo not given)
    -8	-1.0	-2	-0.1
24	Cc1ccc(S(=O)(=O)NCC(=O)NN=C2CCC(C)CC2)cc1 (stereo not given)
    -1	6.5*	-12	0.0
25	Cc1c2c(nc3c(C(=O)NC4CCCC4)cnn13)CCCC2
    -16	0.0	-4	0.6
26	CC(=O)N/C(=C\c1ccc(Cl)cc1)C(=O)NC(C)(C)C
    1	-0.4	20	0.0
27	CC(C)NC(=O)CC(=O)N/N=C/c1ccc(Br)cc1
    6	0.1	16	0.0
28	Cc1nc(NCc2ccco2)cc(-c2ccncc2)n1
    -3	-0.9	25	0.0
29	O=C(CSC1=NS(=O)(=O)c2ccccc21)Nc1c(Cl)cccc1Cl
    9	0.1	-2	0.2
30	COc1ccccc1N1CCN(C2=NS(=O)(=O)c3ccccc32)CC1
    -10	0.1	11	0.4
31	CN(C)CCNC(=O)CN1N=C(C(C)(C)C)Cn2c(cc3sccc32)C1=O
    1	-0.2	4	-0.1
32	CCOc1ccc(C2CC(c3ccccc3C)n3nc(N)nc3N2)cc1 (stereo not given)
    -17	3.1	2	-0.1
33	c1ccc(-c2cn3nc(-c4ccccc4)sc3n2)cc1
    44*	-0.7	6	0.2
34	CC(C)c1ccc(NC(=O)CSc2nnnn2-c2cccc3ccccc23)cc1
    11	-0.4	8	0.2
35	Cc1cccc(OCC(=O)Nc2ccc3ccccc3c2)c1
    6	0.9	7	0.9
36	O=C(C1CC(Cc2cccc(Cl)c2)=NO1)N1CCC(C(O)c2ccccc2)CC1 (stereo not given)
    -26	1.3	1	0.0
37	O=c1[nH]c(/C=C\c2ccccc2F)nc(O)c1[N+](=O)[O-]
    8	-1.0	38	1.0
38	COc1ccc(-c2noc(-c3ccccc3C)n2)cc1OC
    -66	-0.1	-9	-0.1
39	Cc1cc(C)nc(NC(N)=NC2CC(C)(C)NC(C)(C)C2)n1
    -3	1.7	-19	0.0
40	COC(=O)c1ccccc1NC(=O)C1CCCN(S(=O)(=O)c2ccc(F)cc2)C1 (stereo not given)
    15	-0.3	-3	-0.1
41	COc1ccc(CNc2ccc(C(=O)Nc3ccc(C(C)C)cc3)cc2[N+](=O)[O-])cc1
    -2	0.5	0	0.1
42	COc1cccc(NC2c3ccccc3C(=O)N2Cc2ccco2)c1 (stereo not given)
    13	2.3	-2	-0.2
43	COCc1cc(CN2CCN(Cc3ccc(F)c(F)c3)C(CCO)C2)ccc1OC (stereo not given)
    8	0.2	-12	0.0
44	CCOC(=O)C1=C(C)NC(=O)CC1c1ccccc1[N+](=O)[O-] (stereo not given)
    -8	-0.8	1	-0.1
45	CCOc1cc(S(=O)(=O)NCC2CCCO2)ccc1Br (stereo not given)
    1	-0.8	-4	0.4
46	O=C(Nc1ccc(Oc2ccccc2)cc1)Nc1cccc([N+](=O)[O-])c1
    -8	7.0*	23	0.6
47	NS(=O)(=O)c1ccc(NC(=O)COC(=O)/C(=C/c2cccs2)c2cccs2)cc1
    -5	-0.6	7	-0.2
48	COc1cccc(C2=CC(c3ccc(SC)cc3)n3ncnc3N2)c1 (stereo not given)
    -13	1.0	2	-0.1
49	COc1ccc(N(CN2C(=O)c3ccccc3C2=O)C(=O)c2cccc(OC)c2)cc1
    -27	-0.7	11	0.0
50	Cc1nn(C)c(C)c1NC(=S)Nc1ccc2c(c1)OCO2
    2	0.7	12	0.1
51	Nc1ccc(NC(=O)c2cccc(C(=O)Nc3ccc(N)cc3)c2)cc1
    1	-1.1	-6	-0.1
52	Cc1ccc(N2CCCn3c2nc2c3c(=O)n(C)c(=O)n2C)cc1Cl
    5	-0.5	10	0.0
53	FC(F)(F)c1cccc(Cn2nnc(-c3ccccc3)n2)c1
    -7	0.7	0	0.0
54	O=C(CN(Cc1ccccc1)S(=O)(=O)c1ccc(Br)cc1)Nc1ccc(Oc2ccccc2)cc1
    5	1.9	2	0.5
55	Cc1ccc(S(=O)(=O)N2CCN(C(=O)c3ccc4c(c3)OCO4)CC2)cc1C
    4	1.6	-3	0.0
56	CC1CC(C)CN(C(=O)Cn2c3ccccc3c3cn[nH]c(=O)c32)C1 (stereo not given)
    -3	-0.2	-9	-0.3
57	COC(=O)Cc1nc(Nc2ccccc2)c2c(C)c(C)sc2n1
    -5	2.3	1	0.4
58	O=C1C(c2ccc(Cl)cc2)N(C2CCCCCCC2)C(=O)CN1C1CCCC1 (stereo not given)
    -12	1.8	-4	0.0
59	O=C(NCCc1ccccc1)c1ccc2c(c1)NC(=O)C(N1CCCCC1)S2 (stereo not given)
    -31	1.8	13	0.2
60	OCCNc1nc(Nc2ccc(N3CCOCC3)cc2)nc2c1ncn2-c1ccccc1
    29	2.0	-2	-0.1

# Structures listed so far that have a COOH group, in the order listed:
# The line under a structure holds: TEAD-YAP block	GPR151 ag	MITF inh	FBW7 activator
10	O=C(O)CSc1nc(SCc2ccccc2)nc2ccccc12
    2	0.2	23	0.0
19	CC(=O)Nc1cc(C(=O)O)ccc1S(=O)(=O)c1ccc(C)cc1
    -7	0.4	-6	0.2

# Additional compounds:
# The line under a structure holds: TEAD-YAP block	GPR151 ag	MITF inh	FBW7 activator
61	COc1cc2sc(=NC(=O)c3ccc(C#N)cc3)n(C)c2cc1OC
    1	-0.5	-2	-0.2
62	CC(C)CC(c1nnnn1C(C)C)N1CCN(c2nc3ccccc3s2)CC1 (stereo not given)
    -1	0.6	4	0.0
63	CCOc1ccccc1C(=O)Nc1ncn[nH]1
    1	-0.7	13	-0.1
64	O=C(NCc1n[nH]c(=S)n1Cc1ccccc1)c1ccc(S(=O)(=O)N2CCCCC2)cc1
    0	-0.1	2	-0.2
65	CN(C1CCCCC1)S(=O)(=O)c1cc2c3c(c1)CC(=O)N3CCC2
    2	-0.6	17	0.2
66	CCCn1c(NCc2cc(OC)c(OC)c(OC)c2)nc2ccccc21
    -7	-1.3	0	0.0
67	CCOc1ccccc1C(=O)NC(=S)Nc1ccccc1C(N)=O
    4	-0.2	-6	0.0
68	CC(C)(C)c1ccccc1NC(=O)CN1C(=O)c2cccc(N)c2C1=O
    -7	-1.4	-8	0.0
69	COC(=O)c1ccc(OCC2c3cc(OC)c(OC)cc3CCN2C(=O)Nc2ccc(Cl)cc2)cc1 (stereo not given)
    3	1.9	3	0.0
70	Cc1cc(C)c2[nH]c(=O)c(CN(CCCO)Cc3nnnn3Cc3ccco3)cc2c1
    -1	-0.3	14	-0.1
71	CCCOc1ccc(CCN2CCC(=O)NC2=S)cc1C
    6	-1.7	17	0.1
72	C#CCOc1cc([N+](=O)[O-])ccc1OC
    -12	0.0	0	-0.1
73	CCC(C)n1[nH]c(=O)c2c(C)cc(C)nc21 (stereo not given)
    -5	-1.2	18	-0.2
74	Cc1c(C(=O)O)sc2nc(/C=C/c3cccc([N+](=O)[O-])c3)[nH]c(=O)c12
    -8	-1.1	-11	-0.2
75	C=C(C)Cn1c(SC)nc2sc3c(c2c1=O)CC(C)(C)OC3
    0	-0.4	8	0.0
76	CC1Nc2c(c(=O)oc3ccccc23)NC1=O (stereo not given)
    -13	-0.9	15	0.0
77	Cc1cc(C)n2c(SCc3ncc(-c4ccccc4)o3)nnc2n1
    -8	1.8	4	0.2
78	COc1ccc(-c2nnc(Nc3ccc(Cl)cc3)c3ccccc23)cc1
    -4	1.7	-6	-0.1
79	N#Cc1cn(CC(=O)Nc2ccccc2F)c2ccccc12
    -15	1.3	17	0.5
80	COc1ccc(Nc2cc(C(=O)NC3CC3)c3ccccc3n2)c(OC)c1
    0	0.0	1	0.0
81	CCOC(=O)Cn1nc(C)c(NC(=O)c2cccc(Cl)c2)c1C
    -1	2.0	-17	0.0
82	CC(C)N1CCc2c(sc(NC(=O)c3cc(Cl)cc(Cl)c3)c2C#N)C1
    2	0.0	10	-0.4
83	O=C(Cc1ccc(F)cc1)NCc1ccccc1
    -5	5.2*	4	-0.1
84	O=C(C1CC1)N1CCc2cc(Br)cc(S(=O)(=O)Nc3ccccc3F)c21
    45*	-0.7	-7	-0.3
85	CC(=O)Nc1ccc(Nc2cc(N3CCc4ccccc4C3)ncn2)cc1
    -67	0.9	-6	-0.1
86	O=C(CSc1cccc[n+]1[O-])Nc1ccccc1C(F)(F)F
    9	1.5	4	0.0
87	COCCOC(=O)C1=C(C)NC2=C(C(=O)CC(c3ccccc3Cl)C2)C1c1cccs1 (stereo not given)
    12	-1.2	3	0.0
88	Cc1ccc(NS(=O)(=O)c2ccc([N+](=O)[O-])cc2)nc1
    -2	0.3	-11	0.2
89	c1ccc(Oc2ccccc2NC2=NCCCCC2)cc1
    5	-0.9	14	-0.1
90	CC(=O)Nc1ccc(S(=O)(=O)N[C@@H](C)C(=O)N2CCN(c3ccccn3)CC2)cc1
    3	1.4	6	-0.1
91	COc1ccc(C2CC(C(F)(F)F)n3nc(C(=O)Nc4ccc5c(c4)OCO5)cc3N2)cc1 (stereo not given)
    -9	-0.5	6	-0.1
92	Cc1ccc(C)c(NS(=O)(=O)c2ccc3c(c2)C(=O)c2ccccc2C3=O)c1
    0	0.1	23	0.0
93	COc1ccccc1NC(=O)c1c(I)cnn1C
    6	0.5	-6	0.0
94	Cc1cc(O)c(C2=Nc3ccccc3SC(c3ccc(O)cc3)C2)c(=O)o1 (stereo not given)
    -3	-1.4	4	0.0
95	Cc1c(C(=O)N2CCN(c3ccccc3Cl)CC2)nnn1-c1nccs1
    -9	-1.3	-12	0.0
96	COc1ccc(CCNC(=O)C(Cc2c[nH]c3ccccc23)NC(C)=O)cc1 (stereo not given)
    1	-0.8	1	-0.1
97	CC1CCCN(S(=O)(=O)c2ccc(/C(O)=C(\C#N)c3nc4ccccc4n3C)cc2)C1 (stereo not given)
    3	-1.3	-1	0.0
98	CN1CCC(N2CCC(Oc3cccc(C(=O)NCCc4ccccc4)c3)CC2)CC1
    -21	3.6	11	0.2

# Full records, looked up by structure:
# COc1ccccc1NC(=O)c1c(I)cnn1C is entered as TEAD-YAP block: 6; GPR151 ag: 0.5; MITF inh: -6; FBW7 activator: 0.0
# CCCn1c(NCc2cc(OC)c(OC)c(OC)c2)nc2ccccc21 is entered as TEAD-YAP block: -7; GPR151 ag: -1.3; MITF inh: 0; FBW7 activator: 0.0
# Cc1ccc(NS(=O)(=O)c2ccc([N+](=O)[O-])cc2)nc1 is entered as TEAD-YAP block: -2; GPR151 ag: 0.3; MITF inh: -11; FBW7 activator: 0.2
